Assay outcomes from PubChem.
NCI-60 one-dose screen, 48 h, at 10 µM unless noted. Numbers give growth in % (100 = growth as untreated, 0 = no growth, -100 = all killed).
HCT-15 – HCT-15 colon cancer | AID 1794746 | 82,000 compounds, 5.2% hits
SW-620 – SW-620 colon cancer; AID 1794795; 82,000 compounds, 5.2% hits
COLO 205 – COLO 205 colon cancer | 79,000 compounds, 7.3% hits | AID 1794742
HCT-116 – HCT-116 colon cancer; 82,000 compounds, 7.3% hits
KM12 – KM12 colon cancer cells; 82,000 compounds, 5% hits; AID 1794800
SNB-75 – SNB-75 CNS cancer; 79,000 compounds, 5% hits; AID 1794750
HT29 – HT29 colon cancer | 81,000 compounds, 7.4% hits
A498 – A498 renal cancer cells; 76,000 compounds, 5.4% hits; AID 1794774
HCC-2998 – HCC-2998 colon cancer. 79,000 compounds, 4.7% hits. AID 1794799
An asterisk follows results filed as active; . = no result given; [ ] = another dose, or the depositor's remark. How the source made its calls: active means growth percent below 10; inactive means the rest.

1. NC(N)=N/N=C/c1cc(Br)ccc1O
2. COc1ccc(S(=O)(=O)Nc2cc(/C=C\c3cc(OC)c(OC)c(OC)c3)ccc2OC)cc1
3. O=C1CCC(N2C(=O)c3cccc(NCCCC4CCN(CCNC(=O)c5cc6c(o5)C(=O)c5ccccc5C6=O)CC4)c3C2=O)C(=O)N1 (configuration not stated)
4. COC(=O)C1=CC(=O)N2CCN=C2S1
5. c1ccc(/C(=N/c2sc(-c3ccccc3)nc2-c2ccccc2)N2CCN(c3ccccc3)CC2)cc1
6. CC(C)c1ccc(O)c(C(C)(C)C)c1
7. O/N=C1/CCCc2ccccc21
8. O=c1cc(-c2ccccc2)[nH]c2c1CCCC2
Compound	1	2	3	4	5	6	7	8
HCT-15	110	7.9*	-81*	98	94	103	102	25
SW-620	99	21	-78*	103	97	94	112	24
COLO 205	113	-59*	.	118	114	106	104	-10*
HCT-116	94	4.3*	-57*	106	103	108	102	28
KM12	95	-5.4*	-79*	110	102	104	110	26
SNB-75	119	-2.8*	-99*	84	101	97	82	-7.3*
HT29	112	-13*	1.9*	114	97	104	101	.
A498	102	-19*	.	98	111	104	93	19
HCC-2998	89	16	-96*	106	111	89	109	40

9. CC12CCC3c4ccc(O)cc4CCC3C1CCC2=O (configuration not stated)
10. Nc1c(Cl)cc(S(N)(=O)=O)cc1S(N)(=O)=O
11. Cc1nn(-c2ccc(F)cc2)c(C)c1N=Nc1ccccc1
12. CN(C)c1ccc(C2NNC(=S)N2)cc1 (configuration not stated)
13. COc1cccc(C=C2C(=O)OC(C)(C)OC2=O)c1
14. c1ccc2c(c1)CN(CCCN1CCOCC1)C2
15. COc1cccc(-n2nc(C(=O)Nc3ccccc3)nc2-c2cc(OC)c(OC)c(OC)c2)c1
16. CC1=NN(c2cccc(Cl)c2)C(=O)/C1=C\c1cn(Cc2ccccc2)c2ccc(Br)cc12
Compound	9	10	11	12	13	14	15	16
HCT-15	101	103	87	99	105	102	88	87
SW-620	110	101	87	108	103	107	100	106
COLO 205	103	104	96	111	97	108	104	123
HCT-116	95	102	80	103	94	98	91	95
KM12	109	109	83	107	108	102	97	103
SNB-75	93	93	97	90	73	90	55	100
HT29	96	106	86	102	102	107	80	86
A498	.	116	86	110	107	101	100	.
HCC-2998	102	97	91	100	105	99	87	108

17. CCOC(=O)c1[nH]n(-c2ccccc2)c(=O)c1/C=N/C(=S)NCc1ccccc1
18. Nc1nonc1-n1nncc1-c1cccs1
19. O/N=C(/CSc1nnc(-c2ccccc2)n1-c1ccccc1)c1ccccc1
20. COc1cccc(CC(C)=C(c2ccc(OCCN3CCOCC3)cc2)c2ccc(OCCN3CCOCC3)cc2)c1
21. Cc1cc(C)n(Cc2nnc(SCC(=O)Nc3ccc(S(N)(=O)=O)cc3)n2-c2ccc([N+](=O)[O-])cc2)n1
22. O=Nc1c(O)[nH]c2ccc(Cl)c(Cl)c12
23. Cc1cc(C)nc(SC2=C(Nc3cc(Cl)ccc3O)C(=O)N(Cc3ccccc3)C2=O)n1
24. CCCCN(C=O)CCCC
Compound	17	18	19	20	21	22	23	24
HCT-15	104	93	101	78	90	113	92[30 µM]	100
SW-620	96	108	99	92	102	93	92[30 µM]	98
COLO 205	102	111	107	104	119	.	112[30 µM]	114
HCT-116	105	102	92	76	95	105	83[30 µM]	104
KM12	97	103	97	100	101	109	-23*[30 µM]	102
SNB-75	84	80	115	71	104	73	81[30 µM]	78
HT29	94	99	92	45	105	103	108[30 µM]	108
A498	75	92	49	96	94	87	75[30 µM]	92
HCC-2998	108	105	121	106	106	99	.	95

25. O=C(N/N=C/[C@H]1[C@@H]2CCO[C@@H]2C[C@@H]1O)c1ccncc1
26. CC/C(=C(/c1ccc(O)cc1)c1ccc(OCCN2CCOCC2)cc1)c1ccc(Cl)cc1
27. COc1ccc(C(=O)CC(CC(=O)c2ccc(OC)cc2)c2c(C)nn(-c3ccccc3)c2Cl)cc1
28. CCc1c(C)c2cc3c(c(C)c2oc1=O)OC[C@@H](c1ccccc1)N3
29. O=C(NCCNc1nccc(-c2c(-c3cccc(O)c3)nc3sccn23)n1)c1cccc(C(F)(F)F)c1
30. Cc1nn(-c2ccccc2)c(C)c1N=Nc1ccccc1
31. CN=C(NC)c1ccc(NC(=O)c2ccc(C(=O)Nc3ccc(C(=NC)NC)cc3)c(Cl)c2)cc1
32. CCCc1cc(=O)[nH]c(-n2nc(N)cc2N)n1
Compound	25	26	27	28	29	30	31	32
HCT-15	108	95	100	95	88	91	108	105
SW-620	100	98	102	98	107	99	112	106
COLO 205	103	94	117	117	71	103	98	113
HCT-116	102	96	89	79	74	81	109	106
KM12	98	88	98	96	81	93	86	110
SNB-75	100	96	91	94	74	99	74	97
HT29	88	104	87	97	81	91	108	107
A498	100	91	81	97	84	84	160	99
HCC-2998	115	89	109	108	117	108	108	105

Structural class: the entries above containing bromine
1. NC(N)=N/N=C/c1cc(Br)ccc1O
16. CC1=NN(c2cccc(Cl)c2)C(=O)/C1=C\c1cn(Cc2ccccc2)c2ccc(Br)cc12
Compound	1	16
HCT-15	110	87
SW-620	99	106
COLO 205	113	123
HCT-116	94	95
KM12	95	103
SNB-75	119	100
HT29	112	86
A498	102	.
HCC-2998	89	108

Only HT29, for some of the entries so far:
# | SMILES | HT29
25 | O=C(N/N=C/[C@H]1[C@@H]2CCO[C@@H]2C[C@@H]1O)c1ccncc1 | 88
26 | CC/C(=C(/c1ccc(O)cc1)c1ccc(OCCN2CCOCC2)cc1)c1ccc(Cl)cc1 | 104

Molecules listed so far with an aryl thioether with sulfur outside any ring (three):
19. O/N=C(/CSc1nnc(-c2ccccc2)n1-c1ccccc1)c1ccccc1
21. Cc1cc(C)n(Cc2nnc(SCC(=O)Nc3ccc(S(N)(=O)=O)cc3)n2-c2ccc([N+](=O)[O-])cc2)n1
23. Cc1cc(C)nc(SC2=C(Nc3cc(Cl)ccc3O)C(=O)N(Cc3ccccc3)C2=O)n1
Compound	19	21	23
HCT-15	101	90	92[30 µM]
SW-620	99	102	92[30 µM]
COLO 205	107	119	112[30 µM]
HCT-116	92	95	83[30 µM]
KM12	97	101	-23*[30 µM]
SNB-75	115	104	81[30 µM]
HT29	92	105	108[30 µM]
A498	49	94	75[30 µM]
HCC-2998	121	106	.

(more compounds)
33. O=C(CC[C@H]1Cc2ccccc2NC1=O)NCc1cn(-c2ccccc2)nc1-c1ccccc1
34. O=C(/C=C/c1coc(-c2ccc(Cl)cc2)n1)c1ccc(Cl)cc1
35. Nc1ccc(C(Cl)=C(Cl)Cl)cc1[N+](=O)[O-]
36. CCCCCCNC(=O)Oc1ccc(/C(=C(\C)c2ccccc2)c2ccc(OCCCN(C)C)cc2)cc1
37. COc1ccc(-c2conc2-c2ccccc2)cc1
38. CCN(CC)Cc1cc(Nc2ccnc3cc(Cl)ccc23)ccc1O
39. CC(=O)Nc1ccc(C(N)=O)cn1
40. CC1CCC(C(C)C)C(OC(=O)c2ccc([N+](=O)[O-])cc2)C1 (configuration not stated)
Compound	33	34	35	36	37	38	39	40
HCT-15	91	97	100	26	18	68	101	110
SW-620	107	98	105	92	20	88	96	102
COLO 205	79	89	103	58	-7.4*	82	114	148
HCT-116	85	93	99	47	12	80	88	89
KM12	91	87	102	74	9.2*	88	99	109
SNB-75	88	84	97	87	-12*	83	101	101
HT29	83	74	115	2.7*	53	81	94	91
A498	.	98	70	.	-14*	96	.	120
HCC-2998	93	101	106	87	20	93	97	111

41. C=C(C)C1CC=C(C)CC1 (configuration not stated)
42. CN(C)c1ccc(/C=C/C2=[N+](C)c3ccccc3C2(C)C)cc1
43. COc1cc2c3c(n(C4CCN(C)CC4)c(=O)c2cc1OC)-c1cc2c(cc1C3=O)OCO2
44. CCN(CC)CCN1C(=O)c2ccccc2C1=O
45. O=C(Nc1ccc(C(=O)O)cc1)Nc1nc2ccccc2s1
46. O=c1c2cc3c(=O)n(-c4cccc(Cl)c4)c(=O)c3cc2c(=O)n1-c1cccc(Cl)c1
47. Nc1ccc2c(c1)C(=O)c1cc([N+](=O)[O-])ccc1-2
48. O=C(/C=C/c1cccc([N+](=O)[O-])c1)c1ccccc1
Compound	41	42	43	44	45	46	47	48
HCT-15	105	40	71	98	97	103	103	89
SW-620	110	38	56	100	99	112	98	36
COLO 205	115	-76*	59	100	107	108	118	103
HCT-116	98	16	41	93	95	87	105	51
KM12	107	8.0*	76	96	99	104	106	43
SNB-75	87	36	60	100	85	86	92	.
HT29	107	12	40	83	101	102	103	95
A498	105	67	.	86	104	106	.	91
HCC-2998	97	28	66	99	99	103	101	98

49. COc1cc(C2=NN(C(C)=O)C(c3cc(OC)c(OC)c(OC)c3)C2)ccc1O (configuration not stated)
50. FC(F)(F)c1cn(CCN2CCOCC2)c2ncnc(Cl)c12
51. NC(C(=O)c1ccccc1)c1ccccc1 (configuration not stated)
52. CCNC1(NC#N)CCCCC1
53. Cc1nn(-c2nc3ccccc3[nH]2)c2c1C(c1ccc(O)cc1)CC(=O)N2 (configuration not stated)
54. CCOC(=O)C1=C(Nc2ccccc2)CSC1
55. CCSC(SCC)c1ccc(Cl)cc1
56. COc1ccc(Oc2ccc(C3CC(c4ccc(OC)c(OC)c4)=NN3)cc2)cc1 (configuration not stated)
Compound	49	50	51	52	53	54	55	56
HCT-15	4.3*	15	113	99	71	101	108	91
SW-620	12	54	103	104	94	110	99	89
COLO 205	-17*	76	105	111	103	119	117	100
HCT-116	7.0*	15	111	103	101	110	108	54
KM12	2.5*	101	107	105	60	100	114	87
SNB-75	4.6*	78	.	91	28	94	107	89
HT29	8.2*	73	101	123	84	97	97	90
A498	-14*	105	103	98	.	91	93	77
HCC-2998	-49*	75	106	96	123	110	92	98

57. NC(=O)N1N=C(c2ccc(Cl)cc2)CC1c1cn(-c2ccccc2)nc1-c1ccccc1 (configuration not stated)
58. CCN(CC)S(=O)(=O)c1ccc(NC(=O)CSc2nnc(C)n2-c2ccccc2)cc1
59. Clc1ccc(-c2nc3ccccc3n3cccc23)cc1
60. NS(=O)(=O)Cc1ccccc1
61. CC1=C(C)C(=O)C(N2CCN(C3CCCCC3)CC2)=C(Cl)C1=O
62. O=c1[nH]c(-c2cn(-c3ccc(Cl)cc3)nn2)nc2ccccc12
Compound	57	58	59	60	61	62
HCT-15	87	113	100	106	99	101
SW-620	99	105	94	104	105	94
COLO 205	93	112	96	129	127	99
HCT-116	77	102	80	106	92	52
KM12	103	104	89	116	104	85
SNB-75	88	98	102	108	88	-9.2*
HT29	84	111	89	110	107	72
A498	68	107	80	87	119	25
HCC-2998	105	109	93	104	111	90

4 structures already listed, ordered by heavy-atom count, falling.
58. CCN(CC)S(=O)(=O)c1ccc(NC(=O)CSc2nnc(C)n2-c2ccccc2)cc1
56. COc1ccc(Oc2ccc(C3CC(c4ccc(OC)c(OC)c4)=NN3)cc2)cc1 (configuration not stated)
62. O=c1[nH]c(-c2cn(-c3ccc(Cl)cc3)nn2)nc2ccccc12
60. NS(=O)(=O)Cc1ccccc1
Compound	58	56	62	60
HCT-15	113	91	101	106
SW-620	105	89	94	104
COLO 205	112	100	99	129
HCT-116	102	54	52	106
KM12	104	87	85	116
SNB-75	98	89	-9.2*	108
HT29	111	90	72	110
A498	107	77	25	87
HCC-2998	109	98	90	104

This is a random part of the collection. Share with any hit: about 12%.
